# Screening data as filed in PubChem BioAssay.
# OPRM1-OPRD1 inv: mu-delta opioid heterodimer inverse agonism; P35372+P41143; cell-based MOR-DOR heterodimer luminescence; inhibition, % at 9.3 µM; actives 0.21% (n = 340,000); in the data active = inhibition above about 22%, passing the limit was not always enough;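 also: 0% = cells with DMSO and 100% = wells without cells with DMSO; values of inactives mirror those of a sister screen read the other way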
# V-ATPase pH: regulators of yeast V-ATPase proton transport | S. cerevisiae, pHLuorin cytosolic pH fluorescence | response, % at 10 µM | actives 0.37% (n = 350,000) | AID 504577; in the data active = response mostly above about 7.3%, no sharp cut-off; inactive = mostly below about 5.4%; also: actives read high; inactives centre near 0; some compounds called inactive have numbers as strong as hits; reference of the scale not given here
# PKA-R2B activ: activators of human PKA-R2B complex; P22694+P31323; PKA-R2B holoenzyme dissociation, Cy5-IP20 fluorescence polarization; R2B truncated from residue 108, S112A mutant; 0% DMSO only, 100% 113 µM cGMP; activation, % at 11.4 µM; actives 0.079% (n = 340,000); AID 504700;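 active = activation above a cutoff set at the mean over all compounds plus 3 SD, cut at about 18% in these data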;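 also: higher means more holoenzyme dissociation and a rise in polarization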
# Target sequence (P31323 whole entry, looked up, other chains not shown, the tested form may be a part): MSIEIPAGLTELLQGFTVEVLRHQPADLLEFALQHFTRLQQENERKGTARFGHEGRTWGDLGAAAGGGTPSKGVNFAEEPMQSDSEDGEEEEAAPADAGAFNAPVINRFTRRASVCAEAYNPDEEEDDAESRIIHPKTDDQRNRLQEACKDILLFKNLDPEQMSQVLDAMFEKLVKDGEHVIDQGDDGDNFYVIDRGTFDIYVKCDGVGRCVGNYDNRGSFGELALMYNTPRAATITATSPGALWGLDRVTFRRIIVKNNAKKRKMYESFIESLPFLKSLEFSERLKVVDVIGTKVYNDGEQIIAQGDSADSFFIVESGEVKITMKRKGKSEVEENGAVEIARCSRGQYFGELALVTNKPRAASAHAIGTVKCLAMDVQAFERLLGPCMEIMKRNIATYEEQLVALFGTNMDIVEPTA
# PKA-R1A act: activates the PKA-R1A holoenzyme complex; P00514+P68181; PKA-R1A dissociation, Cy5-IP20 fluorescence polarization; scaled: DMSO 0%, 113 µM cGMP 100%; activation, % at 11.4 µM; actives 0.083% (n = 340,000); AID 504707;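 active = percent activation above the mean of all tested compounds plus 3 SD, cut at about 19% in these data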;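 also: higher means more PKAc released from R1A so a rise in polarization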
# Arr AP2 block: blocks beta-arrestin peptide binding to AP2 adaptin | actives 0.31% (n = 340,000) | FITC-arrestin peptide / GST-AP2 beads, flow cytometry; AP2 beta2 appendage carries R879A mutation | AID 504490 | inhibition, % at 10 µM;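 active = inhibition above a set limit, near 3 SD of compounds lacking own fluorescence, cut at about 54% in these data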;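 also: plate controls were DMSO wells for no effect and 5 µM unlabelled arrestin peptide for full effect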
#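 System: GST-AP2 R879A bound to glutathione beads, E. coli-expressed. Also added: 50 nM FITC-arrestin peptide. Schedule: compound with beads 12 min RT, then probe 1 h RT. Signal: bead flow cytometry, FITC channel. Read-out basis: percent response.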
# MOR-DOR ag: agonists of human mu-delta opioid receptor heterodimerization; P35372+P41143; cells, OPRM1-OPRD1 heterodimerization, luminescence; activation, % at 9.3 µM; actives 0.3% (n = 340,000); in the data active = activation above about 18%;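 also: 0% = vehicle-treated cells and 100% = reference agonist; values of inactives mirror those of a sister screen read the other way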
# HTR5A ag: activates human HTR5A in OPRM1-OPRD1 agonist counter-screen; AID 504692; HTR5A agonist assay, luminescence, cell-based; activation, % at 9.3 µM; actives 0.61% (n = 340,000); P47898; in the data active = activation mostly above about 9.5%, no sharp cut-off; inactive = mostly below about 7.6%;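 also: 0% = cells with vehicle only and 100% = reference agonist; strong numbers were not always called active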
# Target sequence (P47898 whole entry, looked up): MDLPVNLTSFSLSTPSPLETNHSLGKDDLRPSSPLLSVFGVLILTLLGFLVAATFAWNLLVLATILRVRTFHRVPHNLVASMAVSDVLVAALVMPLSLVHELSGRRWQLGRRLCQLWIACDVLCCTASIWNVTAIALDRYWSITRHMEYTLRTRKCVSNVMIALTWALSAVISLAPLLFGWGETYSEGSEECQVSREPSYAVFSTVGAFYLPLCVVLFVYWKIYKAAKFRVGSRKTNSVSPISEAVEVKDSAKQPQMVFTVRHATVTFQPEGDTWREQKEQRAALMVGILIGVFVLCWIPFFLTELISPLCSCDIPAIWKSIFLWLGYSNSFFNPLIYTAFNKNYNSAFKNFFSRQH
# Pemphigus Ab inh: human desmoglein-3 autoantibody binding inhibition | DSG3-coupled beads, scFv-anti-DSG3-GFP binding, flow cytometry; active compounds read low | actives 0.48% (n = 310,000) | P32926 | binding (percent of control), % at 10 µM | AID 588358;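 active = binding more than 3 SD below its plate's average and above zero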;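 also: hits lower antibody fragment binding to DSG3; some compounds called inactive have numbers as strong as hits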
# HTR5A inv ag: HTR5A inverse agonism, opioid heterodimer counter-screen. inhibition, % at 9.3 µM. HTR5A cell line, luminescence. actives 0.083% (n = 340,000). AID 504634; in the data active = inhibition mostly above about 23%, no sharp cut-off; inactive = mostly below about 18%;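 also: 0% = cells with DMSO and 100% = no-cell wells with DMSO; some compounds called inactive have numbers as strong as hits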
# DAGLB inh: blocks human DAGLB lipase activity | Q8NCG7 | HEK293T DAGLB membrane lysate, EnzChek fluorogenic substrate | inhibition, % at 5.17 µM | actives 0.059% (n = 340,000) | AID 504411; in the data active = inhibition above about 34%;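 also: 0% = enzyme with vehicle and 100% = wells lacking enzyme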
# The depositor's hits bear a star; nt = no result given.
SMILES,OPRM1-OPRD1 inv,V-ATPase pH,PKA-R2B activ,PKA-R1A act,Arr AP2 block,MOR-DOR ag,HTR5A ag,Pemphigus Ab inh,HTR5A inv ag,DAGLB inh
O=C(NCCO)c1ccc(-c2nnc(N3CCOCC3)c3ccccc23)cc1,9,-3,-13,-7,16,-1.6,-7,nt,19,-6
COc1ccc(-n2nnc3c(=O)n(Cc4cc(C)ccc4C)cnc32)cc1,-8,1,5,-6,0,1.6,-1,103,-7,-3
O=C(NCCc1c[nH]c2ccccc12)OCCCCOC(=O)NCCc1c[nH]c2ccccc12,1,3,-12,5,-3,-0.2,8,103,-19,0
Cc1cc(C(F)(F)F)nn1CC(=O)Nc1ccc2c(c1)OCO2,10,0,-1,1,-3,-1.4,-3,105,-8,-1
COC(=O)C(NC(C)=O)(Nc1ccc(C)cn1)C(F)(F)F (configuration not stated),19,0,1,4,3,-3.7,-4,103,-15,0
Cc1ccc(S(=O)(=O)C(C)C(=O)NCCS(=O)(=O)c2ccc(Cl)cc2)cc1 (configuration not stated),11,1,2,-8,32,-2.2,-5,94,13,-2
O=C(O)CCC(=O)NNC(=O)c1cccc(Br)c1,-8,3,2,1,58*,1.1,-6,103,-15,-2
COc1cc(/C=C2/SC(=S)N(Cc3ccccc3)C2=O)cc(Cl)c1O,10,-3,-8,-11,29,-2.2,-3,150,9,-12
Cc1cc(C)n2cc(CSCC(=O)O)nc2n1,8,0,-9,8,-6,-1.4,4,118,4,0
Cc1ccc(CNC(=S)Nc2ccc(C)c([N+](=O)[O-])c2)cc1,-8,-2,-17,0,13,1.3,0,107,1,-4
Cc1sc(NC(=O)C2CC=CCC2C(=O)O)c(C(=O)OC(C)C)c1C (configuration not stated),-1,4,1,-1,6,0.2,2,111,0,7
COC(=O)c1nn(-c2ccccc2)nc1-c1nn(-c2ccccc2)nc1C(=O)OC,4,-6,11,-5,-1,-0.7,-1,96,-12,-1
COc1cccc(NC(=O)C(Cc2ccccc2)NC(=O)C2CCC(C)CC2)c1 (configuration not stated),13,-1,7,-2,17,-2.4,-3,114,-8,-2
COc1ccc(NC(=O)CSc2nc(C3CC3)nc3ccccc23)cc1,2,7,-1,1,0,-0.4,0,104,-16,-28
CN1CCN(C(CNC(=O)C(=O)NC2CCCCC2)c2ccc(F)cc2)CC1 (configuration not stated),10,-3,2,-3,-8,-1.5,6,102,-20,-1

# Some of the entries above in another layout:
Structure	OPRM1-OPRD1 inv	V-ATPase pH	PKA-R2B activ	PKA-R1A act	Arr AP2 block	MOR-DOR ag	HTR5A ag	Pemphigus Ab inh	HTR5A inv ag	DAGLB inh
Cc1cc(C(F)(F)F)nn1CC(=O)Nc1ccc2c(c1)OCO2	10	0	-1	1	-3	-1.4	-3	105	-8	-1
COC(=O)C(NC(C)=O)(Nc1ccc(C)cn1)C(F)(F)F (configuration not stated)	19	0	1	4	3	-3.7	-4	103	-15	0
Cc1ccc(S(=O)(=O)C(C)C(=O)NCCS(=O)(=O)c2ccc(Cl)cc2)cc1 (configuration not stated)	11	1	2	-8	32	-2.2	-5	94	13	-2

# (cont.)
SMILES,OPRM1-OPRD1 inv,V-ATPase pH,PKA-R2B activ,PKA-R1A act,Arr AP2 block,MOR-DOR ag,HTR5A ag,Pemphigus Ab inh,HTR5A inv ag,DAGLB inh
O=C1NC(=S)SC1=Cc1cccs1,21,-2,4,0,6,-3.9,-1,86,3,9
COc1ccc(S(=O)(=O)N2CCCCCC2)cc1C(=O)Nc1ccc(C(=O)N(C)C)cc1,0,-4,-13,10,17,0.0,2,108,1,-2
CCCc1[nH]nc2c1C(c1cccc(OC)c1)C(C#N)=C(N)O2 (configuration not stated),14,0,-26,6,8,-2.4,2,nt,8,0
CCCCc1nc(Cl)c(C#N)c2c1CSC(C)(C)C2,-42,2,1,7,2,5.8,3,114,20,-12
COc1ccc(N2C(=O)NC3CC2(C)Oc2ccccc23)cc1OC (configuration not stated),4,-1,6,-3,3,-1.1,-1,nt,19,-1
NC(=O)C1=C(c2ccccc2)c2ccccc2C1=O,3,2,0,3,35,-0.6,3,95,-9,7
O=C(OCc1nnc(-c2ccc([N+](=O)[O-])cc2)o1)c1ccc(F)c(S(=O)(=O)N2CCOCC2)c1,-24,17*,-7,-8,38,3.7,5,100,-18,3
COC(=O)C1CCN(C(=O)c2sc3nc(-c4ccccc4)cn3c2C)CC1,16,-1,3,-1,-7,-3.2,2,nt,-5,1
Cc1ccc(S(=O)(=O)N2CCN(C(=O)c3cc(S(=O)(=O)N4CCOCC4)ccc3F)CC2)cc1,9,-7,-11,-4,-2,-1.8,-4,101,15,-2
N#CCCN(C(=O)COC(=O)C1CCN(S(=O)(=O)c2cccs2)CC1)c1ccccc1,10,-2,-4,-9,-3,-1.8,-2,103,-5,-2
COc1ccc(N(CC(=O)Nc2ccccc2C(=O)NCC(C)C)S(C)(=O)=O)cc1,-3,-2,-5,-4,11,0.5,4,109,15,0
O=C(/C=C\c1cn(-c2ccccc2)nc1-c1ccc2c(c1)OCCO2)N1CCOCC1,-31,-3,-6,-7,0,4.7,1,87,-1,-2
CCOCCCNC(=O)C(NC(=O)CNC(C)=O)c1ccc(C)cc1 (configuration not stated),4,-2,0,12,14,-0.7,3,nt,-7,-4
CCN(c1ccccc1)S(=O)(=O)c1cc(C(=O)NCC(c2ccc(OC)cc2)N(C)C)ccc1C (configuration not stated),-107,-2,10,-5,0,20*,4,106,-16,1
O=C(CCC(=O)N1CCOc2ccccc21)NC1CCCCCC1,4,-1,-6,0,12,-0.6,-5,88,-21,-1
Cc1cc(N2C(=O)C3C4C=CC(C4)C3C2=O)ccc1NC(=O)c1cccs1 (configuration not stated),9,-1,-3,-7,4,-1.8,3,112,-19,-1
CCn1ccnc1CN(C)Cc1cn(-c2cccc(C)c2)nc1-c1cccc(F)c1,-23,-1,-4,-20,8,4.4,4,97,3,-2
CN(CC(=O)Nc1ccccc1N1CCOCC1)S(=O)(=O)c1ccc(F)cc1,3,2,-8,-9,-5,-0.6,4,102,-31,1
CCN(CC)S(=O)(=O)c1cc(NC(=O)COC(=O)c2sc3ccccc3c2Cl)ccc1C,8,-2,5,-7,27,-1.5,0,115,-4,-3
COc1ccc(NC(=O)Cc2nnc(SCC(=O)NC3=NCCS3)n2C)cc1,-6,-1,-3,-9,-17,0.8,3,119,-9,0
O=C(N/N=C(\c1ccccc1)c1cccnc1)C(O)(c1ccccc1)c1ccccc1,5,-2,-5,-11,11,-1.1,3,103,14,-2
CCCc1cc(NCCCCO)n2c(nc3ccccc32)c1C#N,2,4,-3,2,1,-0.3,2,92,19,0
Cc1cc(C)c(S(=O)(=O)N2CCN(c3ccc([N+](=O)[O-])c(NCc4ccco4)c3)CC2)c(C)c1,8,-3,-7,3,-7,-1.4,2,103,4,-2
Cn1cnc2c(=O)[nH]cc([N+](=O)[O-])c21,13,0,-8,-8,2,-1.9,-3,111,-5,-1
CC[C@H](C)[C@H](NC(N)=O)C(=O)NCCc1ccc(OC)cc1,15,-4,-1,-1,5,-2.8,1,97,-2,-1
CSc1nc2ccc(NC(=O)c3ccc(F)c(F)c3)cc2s1,-13,0,-4,-5,3,2.5,1,105,-3,-7
Cc1cc(C)c(S(=O)(=O)N2CCCCC2CCNC(=O)C(=O)NCc2ccccn2)c(C)c1 (configuration not stated),-1,1,16,3,23,0.1,-4,104,11,0
NC(=O)CS(=O)(=O)c1nc2ccccc2n1Cc1ccccc1F,19,-5,3,4,24,-3.1,2,103,16,1
COc1cccc(-n2c(Cc3cc(=O)[nH]c(=O)[nH]3)nnc2SC(C)C)c1,6,-2,4,1,0,-1.2,7,104,-21,0
CC(NC(=O)c1ccccc1NC(=O)CN1CCN(c2ccccc2O)CC1)c1ccccc1 (configuration not stated),-10,-1,-8,-11,6,2.5,7,100,0,-3
COCCNC(=O)Cn1nc(-c2ccccc2)c2ccccc2c1=O,9,-2,4,-2,-4,-1.6,-1,89,5,1
CCN1C(=O)[C@H]2[C@@H](c3ccc(C)cc3)N3C(=O)N(c4ccc(OC)cc4)C(=O)[C@@]3(Cc3ccc(Cl)cc3)[C@H]2C1=O,-10,-3,-7,-10,0,1.7,-1,nt,13,-1
COc1ccc(S(=O)(=O)N2CCC(C(=O)NCc3ccc(C)cc3)CC2)cc1,4,-1,-2,0,-6,-0.6,1,94,0,0
CCN(CC(=O)Nc1c(F)cccc1F)C(=O)C1CC1,23,0,1,2,-2,-6.1,3,106,-3,-5
CCc1c(C)sc(NC(=S)N2CCN(C(=O)C3CCCO3)CC2)c1C(=O)OC (configuration not stated),-2,-2,-4,-5,0,0.4,5,nt,4,-2
COc1ccc(NC(=O)/C(Cl)=C(/Cl)S(=O)Cc2ccc(C)cc2)cn1 (configuration not stated),18,4,-12,-12,-1,-3.7,-2,119,5,13
c1coc(CNc2ncnc3ccccc23)c1,-6,-2,0,-8,-2,1.2,1,94,17,1
CCc1ccccc1-n1c(SCC(=O)Nc2ccc3c(c2)OCCO3)nc2[nH]ncc2c1=O,6,0,1,-8,-8,-1.2,5,101,-5,-1
COc1cc2c(cc1NC(=O)CN1CCN(S(=O)(=O)c3ccc(F)cc3)CC1)oc1ccccc12,18,6,-4,-15,11,-4.0,-1,96,15,0
COc1cccc(OCCn2cccc2/C=C2/C(=N)N3OC(C)=CC3=NC2=O)c1,-1,-2,8,-8,-5,0.1,-4,100,10,3
Cc1ccnc(NC(=O)CCNC(=O)c2ccc(Br)cc2)c1,nt,0,6,-2,nt,nt,nt,95,nt,4
Cc1c(C(=S)NC(=O)C2CC2)c(=O)n(-c2ccccc2)n1C,8,5,4,-2,0,-1.6,5,97,-14,0
C=COC(=O)CSc1snc(SCC(=O)OC)c1C#N,4,0,0,-7,-5,-0.9,-2,99,22,-2
COc1ccc(-c2csc(NC(=O)COc3ccc(N(C)S(=O)(=O)c4ccc(C)cc4)cc3)n2)cc1,-8,1,0,9,33,1.5,4,120,-38,-5
COc1ccc(-c2nc(-c3cccc(C(F)(F)F)c3)no2)cc1OC,7,2,2,-8,-3,-1.2,-6,99,1,1
CCOc1ccccc1N1CCN(Cc2ccc(OC)c(OC)c2OC)CC1,3,0,-7,-4,-4,-0.5,0,103,10,0
Cn1c2c(c(=O)n(C)c1=O)C(C(F)(F)F)(C(F)(F)F)N=C(C1CCCCC1)N2,-7,-2,-2,4,-6,1.2,4,96,-12,-5
COc1ccc(NC(=O)C2CCN(S(=O)(=O)c3ccc(Br)s3)CC2)cc1OC,12,-3,-2,-4,-3,-2.3,3,107,-31,0
Cc1c(C(=O)OCC(=O)N(CC(C)C)c2c(N)n(Cc3ccccc3)c(=O)[nH]c2=O)oc2ccccc12,0,-1,2,-3,-2,0.0,5,0,-12,7
Nc1cccc(-c2nc3ccccc3s2)c1,-1,1,-2,2,5,0.2,5,104,-14,0
CCC(=O)Nc1nnc(SCC(=O)NCCc2ccc(OC)c(OC)c2)s1,12,-3,11,-3,0,-2.5,1,97,-18,-1
CC(=O)c1ccn(S(=O)(=O)c2ccc(Cl)cc2)c1,-7,3,-7,6,10,1.4,-2,96,14,-4
COc1cc2c(cc1OC)CN(CC(=O)Nc1cccc(C(F)(F)F)c1)CC2,3,2,11,-4,3,-0.7,2,107,-7,-2

# Not a hit list. Share with any hit: about 2.4%.
